NR1D1 modulator: modulators of human Rev-erb alpha DNA binding | P20393 | Rev-erbα–FITC-DNA binding, fluorescence polarization, 90 min | activity, % at 10 µM | 370,000 compounds, 0.79% hits | AID 1259318;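 active means activity above about 14%, limit read from the data; passing the limit was not always enough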;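 further: 0% = DMSO wells with 35 nM protein and 100% = DMSO wells with 750 nM protein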
Target sequence (P20393 whole entry, looked up): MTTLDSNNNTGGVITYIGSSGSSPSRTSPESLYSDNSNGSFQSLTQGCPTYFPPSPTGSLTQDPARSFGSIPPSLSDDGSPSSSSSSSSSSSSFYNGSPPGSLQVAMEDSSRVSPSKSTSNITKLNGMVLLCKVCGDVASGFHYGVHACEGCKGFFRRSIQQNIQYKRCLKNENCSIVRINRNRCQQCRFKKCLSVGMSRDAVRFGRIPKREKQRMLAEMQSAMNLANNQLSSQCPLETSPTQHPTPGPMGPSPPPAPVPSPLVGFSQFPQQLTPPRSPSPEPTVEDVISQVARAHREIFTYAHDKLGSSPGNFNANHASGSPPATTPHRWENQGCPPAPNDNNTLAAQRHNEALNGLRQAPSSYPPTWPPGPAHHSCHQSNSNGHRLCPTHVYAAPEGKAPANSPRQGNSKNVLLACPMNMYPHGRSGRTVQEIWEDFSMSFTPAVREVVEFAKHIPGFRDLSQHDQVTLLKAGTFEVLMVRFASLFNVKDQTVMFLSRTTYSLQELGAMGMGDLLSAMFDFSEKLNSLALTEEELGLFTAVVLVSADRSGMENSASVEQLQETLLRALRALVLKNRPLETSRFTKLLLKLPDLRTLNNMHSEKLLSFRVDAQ
GC-A act: GC-A (human) enzyme activation. HEK293 GC-A cells, cGMP TR-FRET, EC30 ANP; 0% at EC30 ANP, 100% saturating ANP. activation, % at 10 µM. 370,000 compounds, 0.14% hits. AID 1671463; in the data active means activation above about 40%
rCAG binder: r(CAG) repeat RNA binding | TO-PRO-1 dye displacement fluorescence | inhibition, % at 3 µM | 370,000 compounds, 1.3% hits;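 active means inhibition above the plate cutoff, the mean of all test compounds on that plate plus 3 SD, cut at about 35% in these data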;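 further: 0% = DMSO alone and 100% = 100 µM mitoxantrone as full dye displacement; higher means more dye released from RNA so lower well fluorescence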
SMARCA2 activ: increases SMARCA2 function in MMTV reporter cells; MG213 cells, MMTV-luciferase reporter, dexamethasone, overnight; activation, % at 9.1 µM; 370,000 compounds, 1% hits; in the data active means activation above about 7.8%;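 further: 0% = vehicle wells and 100% = reference activator wells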
ARFGAP1 inh: inhibitors of rat ARFGAP1; Q62848; Arfgap1-stimulated ARF1 GTP hydrolysis, GDP FP detection; inhibition, % at 16.5 µM; 360,000 compounds, 0.26% hits;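 active means inhibition above a per-plate limit, mean inhibition of low control wells plus 3 SD, cut at about 25% in these data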;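 further: 0% = DMSO wells with enzyme and 100% = wells lacking Arfgap1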
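material = rat Arfgap1 catalytic domain, aa 1-136 | also added = human ARF1(Δ1-17)-GTP substrate | compound dosing = one concentration, 16.5 µM, DMSO 1.26% | times = GTP hydrolysis reaction 2 h at 25 °C | measured by = FP, GDP Alexa 633 tracer displaced from anti-GDP antibody, 620/688 nm | evaluation = percent inhibition of Arfgap1-stimulated GTP hydrolysis | replication = single well per compound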
HTRA1 inh: blocks human HTRA1 serine peptidase; Q92743; recombinant HTRA1, FP-rhodamine activity-based probe, fluorescence polarization; inhibition, % at 5.96 µM; 340,000 compounds, 0.5% hits; AID 504803; in the data active means inhibition above about 36%;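 further: 0% = enzyme with DMSO and 100% = wells lacking enzyme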
ASAP1 GAP inh: ASAP1 ArfGAP inhibition | 360,000 compounds, 0.19% hits | AID 624377 | ASAP1-stimulated ARF1 GTP hydrolysis, GDP FP detection | Q9ULH1 | inhibition, % at 16.5 µM; in the data active means inhibition above about 25%;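 further: 0% = vehicle with enzyme and substrate and 100% = no enzyme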
GC-B act: GC-B (human) receptor activation; HEK293-GC-B cells, CNP EC30, cGMP TR-FRET; 0% at EC30 CNP, 100% saturating CNP; activation, % at 10 µM; 370,000 compounds, 0.11% hits; AID 1920062;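 active means activation at 10 µM reaching about 35% in either raw or pattern-adjusted values, limit read from the data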
ABHD4 inh: inhibits mouse alpha/beta hydrolase domain 4; inhibition, % at 8.92 µM; 370,000 compounds, 0.54% hits; purified mABHD4, FP-Rh probe fluorescence polarization; Q8VD66;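 active means inhibition exceeding the mean over every tested compound plus 3 SD, cut at about 30% in these data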;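 further: 0% = plate median of compound wells and 100% = S159A mutant with DMSO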
Target sequence (Q8VD66 whole entry, looked up, the tested form may be a part): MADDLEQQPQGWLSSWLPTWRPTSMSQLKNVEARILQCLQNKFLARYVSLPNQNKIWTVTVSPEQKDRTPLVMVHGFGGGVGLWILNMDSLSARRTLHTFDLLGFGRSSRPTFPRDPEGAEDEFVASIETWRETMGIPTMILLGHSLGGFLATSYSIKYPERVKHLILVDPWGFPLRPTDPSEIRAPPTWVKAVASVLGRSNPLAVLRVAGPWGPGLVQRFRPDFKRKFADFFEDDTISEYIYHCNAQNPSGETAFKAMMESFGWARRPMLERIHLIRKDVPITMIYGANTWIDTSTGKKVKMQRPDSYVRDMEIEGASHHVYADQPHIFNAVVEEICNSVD
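Test system: mABHD4 protein; Read-out basis: % inhibition; Incubation: 45 min + 60 min at 25 °C; Repeats: single replicate; Technique: fluorescence polarization with parallel and perpendicular emission, 525/598 nm; Compound: 8.92 µM, single dose; Benchmarks: full inhibition S159A mutant plus DMSO, zero as sample-well median.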
PG9 Ab binder: binds the HIV-1 gp120 antibody PG9; inhibition, % at 6.7 µM; 360,000 compounds, 0.43% hits; AID 624416; TR-FRET gp120-PG9 antibody binding; in the data active means inhibition above about 8.5%
Starred values were filed as active, the others as inactive; · = no result given. An unsorted share of the library (roughly 4.4% active in at least one column).

SMILES	NR1D1 modulator	GC-A act	rCAG binder	SMARCA2 activ	ARFGAP1 inh	HTRA1 inh	ASAP1 GAP inh	GC-B act	ABHD4 inh	PG9 Ab binder
CCc1cccc2c(C=C(C#N)C#N)cn(CC(=O)N3CCCC3)c12	4	0	0	1	1	2	4	0	-1	-2.4
CCn1c(C)[n+](CC)c2ccc(C(=O)N(C)c3ccccc3)cc21	0	1	-1	-4	0	-2	-11	-1	8	0.7
C(=NN=C(NN=Cc1cccs1)NN=Cc1cccs1)c1cccs1	4	-1	5	12*	-9	24	-4	-10	4	-2.8
CCCCNC(=O)CSc1nc(O)cc(=O)n1C1CCCC1	-6	1	5	0	-8	-2	10	7	-2	1.0
O=C(O)c1cccc(N/N=C/c2ccc(-c3ccccc3)cc2)c1	-2	4	33	6	-5	-26	6	-4	8	-2.2
COc1cc(OC)c(/C=N/NC(=O)c2ccncc2)c(OC)c1	1	1	4	2	-8	3	-15	0	-1	-1.5
S=C1NCCOCCOCCOCCNC(=S)N2CCOCCOCCN1CCOCCOCC2	0	-2	-7	-3	17	6	-8	1	8	1.1
CS(=O)(=O)c1nc(-c2ccc(F)cc2)cc(C(F)(F)F)n1	-1	72*	-5	-11	10	-21	2	13	0	1.7
COc1ccc2oc(=N)c(C(=O)Nc3ccc(F)cc3)cc2c1	3	1	-3	-2	3	4	-7	-5	2	0.0
NC(=O)c1cc([N+](=O)[O-])ccc1N1CCN(Cc2ccccc2)CC1	-5	1	-3	-2	-2	3	-3	-1	0	-0.4
O=C(NCCO)c1cc2cc(Cl)cc(Cl)c2oc1=O	-6	8	2	-3	-2	-3	6	4	3	-1.1
Cc1cc(C(=O)NNS(=O)(=O)c2cc(C(=O)O)ccc2Cl)c(C)n1-c1ccccc1	-10	3	13	-7	7	1	4	1	5	-0.4
COCc1cccc(-c2csc(C(O)c3ccc(F)c(OC)c3)n2)c1 (configuration not stated)	4	-3	-2	-8	2	·	-1	-2	0	-0.2
COc1ccc(Cl)c(Cn2c(NCCCO)nc3c2c(=O)n(C)c(=O)n3C)c1	0	5	-2	-1	5	-1	-3	-1	-2	-0.4
Cc1nc(-c2ccc(S(=O)(=O)N3CCN(C4c5ccccc5-c5ccccc54)CC3)s2)cs1	4	-7	14	1	7	-8	-11	0	-2	-0.5
CC1(C(=O)NCc2ccc3c(c2)OCO3)CCN1C(=O)CC1CCCC1 (configuration not stated)	4	0	-2	-3	-12	·	2	7	-1	0.6
O=C(NCCc1ccc(F)cc1)c1cccc(NC(=O)c2ccccc2)c1	5	-1	-1	5	37*	-45	13	0	-11	-0.6
CC1CN(Cc2ccccc2)C(=O)NC1=O (configuration not stated)	-6	3	-1	0	1	4	6	-1	3	0.7
Cn1ccnc1SCC(=O)c1ccc(Br)cc1	-2	0	8	3	19	-5	0	-3	-4	0.9
CCC/C=C/c1ccc(CN2C(C)C(=O)N(Cc3cn(CCC4OCCCO4)nn3)CCS2(=O)=O)cc1 (configuration not stated)	5	3	6	-6	-2	-3	-3	0	-8	-1.7
CCc1cccc(NC(=O)CCc2c(C)nn(-c3ccc(N4CCCCC4)nn3)c2C)c1	1	0	-5	0	10	-21	-11	-1	-7	-1.1
CCOC(=O)N1CCN(c2c(N3CC=C(c4ccccc4)CC3)c(=O)c2=O)CC1	-3	18	2	1	16	2	1	3	1	-0.5
CN(C(=O)COC(=O)c1nc(Cl)c(Cl)c(Cl)c1Cl)C1CCS(=O)(=O)C1 (configuration not stated)	1	23	4	-13	19	9	7	11	-4	-1.2
CC(CCc1ccccc1)NC(=O)C(Cc1ccccc1)NS(=O)(=O)c1cccs1 (configuration not stated)	-4	2	-2	-5	12	-7	15	0	1	1.4
CCCOc1nc2c(c(=O)n(C)c(=O)n2C)n1CCC	1	5	-6	0	5	-4	-11	-1	6	-0.2
CC(C)CC1NC(=O)N(CC(=O)Nc2ccccc2-c2ccccc2)C1=O (configuration not stated)	1	2	-3	0	-16	-2	-13	3	0	-2.5
O=C(CC1NC(=O)NC1=O)Nc1ccccc1 (configuration not stated)	-3	6	-4	-2	-9	-1	10	8	5	0.4
COc1ccc(C2Nc3ccccc3C(=O)N2NS(=O)(=O)c2ccccc2)cc1 (configuration not stated)	15	-5	0	0	4	-6	-7	-3	1	-0.9
COCCN(C(=O)CSc1nc2ccccc2c(=O)n1CCOC)c1c(N)n(Cc2ccccc2)c(=O)[nH]c1=O	-4	3	-2	1	-1	-1	-7	-5	2	1.2
Cc1c(C(=O)Nc2ccccc2)sc2nc3n(c(=O)c12)CCCCC3	3	-3	-2	3	12	-21	9	4	0	-0.8
O=C(Nc1ccc(Cl)cc1)N1CCOC12CCC1(CC2)OCCO1	3	0	-3	-2	10	3	-1	0	-3	1.0
CC(=O)Nc1ccc(N2C(=O)CSC2c2ccccc2)cc1 (configuration not stated)	0	4	-1	1	-5	1	2	2	-3	-1.5
O=C(CN1C(=O)NC2(CCCCC2)C1=O)N1CCN(S(=O)(=O)c2ccc(F)cc2)CC1	-4	1	-1	1	9	-2	1	0	0	-0.4
O=C(NC(=S)Nc1ccccc1Br)C1CC1	-5	5	0	2	-2	-1	9	1	3	-2.9
Cc1cc(NC(=O)c2ccccc2)ncc1NC(=O)c1cccs1	-1	3	0	2	6	3	9	-7	2	-1.0
CCCCn1nnnc1C(c1cc2ccccc2o1)N(CCC#N)Cc1ccccc1 (configuration not stated)	-2	-14	4	-3	6	·	-2	-7	-4	2.2
Cc1noc(C)c1S(=O)(=O)N1CCCC(C(=O)Nc2cccnc2)C1 (configuration not stated)	-4	6	-5	1	-18	12	-9	4	-5	-1.4
CCOC(=O)C1=C(COC(=O)c2ncc(Cl)c(Cl)c2Cl)NC(=O)NC1C (configuration not stated)	2	17	-5	3	17	3	4	15	0	-0.5
CCCC(=O)N(CCN1CCOCC1)c1nc2c(F)cc(F)cc2s1	4	3	-6	0	-6	-6	0	1	-6	0.4
COC(=O)CN1C(=O)S/C(=C/c2cc(C)n(C)c2C)C1=O	0	1	1	3	0	-4	14	-2	-2	-2.4
CN(C)S(=O)(=O)c1cccc(-c2nnc(SCc3ccc4c(c3)OCCO4)o2)c1	1	3	10	0	-7	-9	-4	6	-2	0.2
CCOC(=O)C1=C(CC)Nc2ccccc2N=C1NC(=O)c1cc(S(=O)(=O)N2CCOCC2)ccc1C	0	-5	7	-1	-11	2	0	-2	2	0.8
COc1ccc(NC(=O)c2ccc(-c3ccccc3Cl)o2)cc1	-4	-2	4	7	7	-34	4	1	-26	-3.6
CC(CN1CCCCC1)OC(=O)c1ccccc1F (configuration not stated)	2	-1	1	-2	5	5	10	4	3	-0.3
CCCCCn1c(CN2CCCCC2C)nc2c1c(=O)n(C)c(=O)n2C (configuration not stated)	14	-1	-5	0	-2	10	7	-3	4	-3.3
CC(C)CNc1cccc2c1S(=O)(=O)N[C@@H](CC(C)C)CO2	-4	4	-1	-1	11	·	8	2	0	0.5
Cc1onc(-c2ccccc2Cl)c1C(=O)N1CCCCC1C(=O)O (configuration not stated)	-7	3	0	-1	6	-4	-9	-4	6	0.0
COc1ccc(CCN(C)C(=O)CSc2nc3ccccc3c(=O)n2CC2CCCO2)cc1OC (configuration not stated)	7	1	-7	0	3	-2	7	3	-16	-1.2
O[C@H]1CN(CC2CCCCC2)[C@@H](c2ccc(Cl)cc2)C[C@@H]1n1cc(C2CC2)nn1	1	-15	2	-3	8	-61	-1	-14	-15	-2.0
CCN1/C(=C2\C(=O)N(c3ccccc3)N=C2C)C=Cc2cc(C)ccc21	2	0	0	3	1	1	-2	-2	1	-2.5
Cc1cc(C)n(CC(=O)N2c3ccccc3Sc3ccccc32)n1	2	-15	-4	-2	-9	-2	-2	-5	0	0.5
O=S(=O)(Nc1ccccc1N1CCOCC1)c1ccc(F)c(Cl)c1	0	-3	-6	0	-6	-4	13	0	-19	1.7
CCc1ccccc1NC(=O)C1CCCC1	2	5	-3	-4	-15	·	-2	4	0	-2.7
O=C(CC(=O)c1ccccc1)Nc1cccc([N+](=O)[O-])c1	-6	0	12	3	4	-4	-11	2	-4	-0.6
C=CCN1CC(c2nc3ccccc3n2CCOc2ccccc2)CC1=O (configuration not stated)	-2	3	-5	-3	-3	7	-6	-6	-6	3.0
CCCCN=C1SC(C(=O)Nc2sc3c(c2C(=O)OC)CCC3)C(N)=C1C(=O)N1CCOCC1 (configuration not stated)	-3	2	6	-1	14	8	5	5	-5	-0.2
CCOC(=O)C(Cc1ccccc1)NC(=O)CNC(C)=O (configuration not stated)	4	2	0	-3	1	-1	1	3	4	0.0
Cc1c(NC(=O)c2ccc(S(=O)(=O)N3CCOCC3)cc2)c(=O)n(-c2ccccc2)n1C	-6	-2	-2	-1	-1	4	-11	4	2	0.3
CCOc1cc(/C=N/NC(=O)c2cccc(S(=O)(=O)N3CCCC3)c2)ccc1OCC(=O)N(C)C	0	3	-3	-1	9	-4	-4	3	6	-0.6
COc1cncc(-c2cnc3sc(NCCc4ccccn4)nn23)c1	4	4	2	-3	7	·	3	2	2	0.1

Quoted at random: two records from the list
SMILES	NR1D1 modulator	GC-A act	rCAG binder	SMARCA2 activ	ARFGAP1 inh	HTRA1 inh	ASAP1 GAP inh	GC-B act	ABHD4 inh	PG9 Ab binder
COCc1cccc(-c2csc(C(O)c3ccc(F)c(OC)c3)n2)c1 (configuration not stated)	4	-3	-2	-8	2	·	-1	-2	0	-0.2
CCc1cccc(NC(=O)CCc2c(C)nn(-c3ccc(N4CCCCC4)nn3)c2C)c1	1	0	-5	0	10	-21	-11	-1	-7	-1.1

The list continues.
SMILES	NR1D1 modulator	GC-A act	rCAG binder	SMARCA2 activ	ARFGAP1 inh	HTRA1 inh	ASAP1 GAP inh	GC-B act	ABHD4 inh	PG9 Ab binder
C[C@H](CO)N1C[C@H](C)[C@H](CN(C)Cc2ccncc2)Oc2ccc(NC(=O)Nc3ccc(C(F)(F)F)cc3)cc2CC1=O	2	1	4	1	0	-53	15	4	-13	-0.4
O=S1(=O)[C@H]2C[C@@H]3C=C[C@]2(CN1Cc1ccc(C(F)(F)F)cc1)O3	-5	3	-2	1	1	1	-2	13	-2	0.5
CCN(CC)c1ccc(C2C(C(C)=O)C(=O)CC(C)(O)C2C(C)=O)cc1 (configuration not stated)	-1	3	-4	1	-1	2	5	1	12	-3.0
COc1cc(CNCc2ccccn2)ccc1OCc1cccc(Cl)c1	-3	-25	-8	-2	1	19	4	-7	12	-1.6

Some entries already given, reduced to SMARCA2 activ:
Molecule | SMARCA2 activ
COCc1cccc(-c2csc(C(O)c3ccc(F)c(OC)c3)n2)c1 (configuration not stated) | -8
COc1ccc(Cl)c(Cn2c(NCCCO)nc3c2c(=O)n(C)c(=O)n3C)c1 | -1
Cc1nc(-c2ccc(S(=O)(=O)N3CCN(C4c5ccccc5-c5ccccc54)CC3)s2)cs1 | 1
CC1(C(=O)NCc2ccc3c(c2)OCO3)CCN1C(=O)CC1CCCC1 (configuration not stated) | -3

Source: PubChem (several laboratories)
